UBC13 polyUb: UBC13 polyubiquitin chain formation inhibitors, primary screen, biochemical, TR-FRET, uHTS; Ubiquitin-conjugating enzyme E2 N (Homo sapiens), P61088; inhibition, % at 20 µM; actives 0.47% (n = 330,000); AID 485273, 2010; in the data active = inhibition above about 45%, passing the limit was not always enough
Target sequence (P61088 whole entry, looked up): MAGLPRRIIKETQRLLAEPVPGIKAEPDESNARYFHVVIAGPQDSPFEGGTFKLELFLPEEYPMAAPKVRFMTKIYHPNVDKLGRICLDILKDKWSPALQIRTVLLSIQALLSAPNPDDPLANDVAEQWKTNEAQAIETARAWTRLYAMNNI
697 NFkB inh: inhibitors of PMA/ionomycin-induced NF-kB reporter, 697 cells, primary screen, B-cell NF-kB inhibitor project, cell-based, luminescence, uHTS; 697 B-cell NF-kB luciferase reporter, 16 h; inhibition, % at 4 µM; actives 0.33% (n = 330,000); in the data active = inhibition above about 35%
SENP7 block: SENP7 protease inhibitors, primary screen, biochemical, luminescence, uHTS; recombinant SENP7, Z-RLRGG-aminoluciferin luminescence, 40 min; inhibition, % at 5 µM; AID 434973, 2010; actives 1.5% (n = 330,000);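 active = inhibition above about 50% at the single test dose, limit read from the data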;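 also: plate controls were DMSO with enzyme for no effect and no enzyme buffer wells for full effect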
Target sequence (Q9BQF6 706-1050 limits assumed): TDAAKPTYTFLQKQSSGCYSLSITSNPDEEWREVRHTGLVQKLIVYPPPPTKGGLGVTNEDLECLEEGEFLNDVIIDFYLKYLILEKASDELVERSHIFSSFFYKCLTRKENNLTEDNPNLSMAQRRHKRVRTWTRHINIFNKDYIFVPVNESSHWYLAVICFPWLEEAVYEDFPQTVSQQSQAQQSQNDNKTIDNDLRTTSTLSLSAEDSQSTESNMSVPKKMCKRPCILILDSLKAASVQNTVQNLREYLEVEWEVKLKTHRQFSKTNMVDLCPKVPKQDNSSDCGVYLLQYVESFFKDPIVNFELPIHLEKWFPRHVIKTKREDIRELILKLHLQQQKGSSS
Gli-Sufu block: Gli-Sufu pathway antagonists, primary screen, luciferase luminescence, Sufu-KO-LIGHT cells, uHTS. Sufu-KO-LIGHT fibroblasts, Gli luciferase reporter luminescence. inhibition, % at 5 µM. actives 0.74% (n = 340,000). AID 588413, 2011;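 active = inhibition above about 55%, limit read from the data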;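 also: 0% = DMSO-treated cells and 100% = wells with medium but no cells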
HKDC1 inhibitor: HKDC1 hexokinase inhibitors, primary screen, biochemical, fluorescence, uHTS; Q2TB90; recombinant HKDC1, G6PDH/diaphorase resazurin coupled fluorescence; inhibition, % at 20 µM; actives 0.16% (n = 340,000);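 active = inhibition above about 35% when tested at 20 µM, limit read from the data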;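 also: plate controls were DMSO wells with enzyme for no effect and DMSO wells lacking enzyme for full effect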
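Test system: HK5 enzyme. Quantity: 5 µg/mL HK5 final. Reagent: glucose and ATP substrates. Schedule: 90 min reaction incubation at room temperature, dark. Technique: resazurin-to-resorufin fluorescence via G6PDH and diaphorase coupling, 525/613 nm. Control set: DMSO wells with and without enzyme mix.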
Jurkat NFkB inh: inhibitors of induced NF-kB luciferase reporter, primary screen, TCR NF-kB activation inhibitor project, cell-based, luminescence, uHTS; AID 435003, 2010; actives 0.53% (n = 330,000); inhibition, % at 4 µM; Jurkat, PMA/ionomycin-induced NF-kB luciferase reporter
Apaf1 inhib: inhibitors of human Apaf-1 apoptosome, primary screen, biochemical, DEVD-Rh110 fluorescence, uHTS | Apoptotic protease-activating factor 1 (Homo sapiens), O14727 | reconstituted apoptosome caspase-3 activity | inhibition, % at 20 µM | actives 0.71% (n = 330,000) | AID 489030, 2010; active = inhibition of at least 40% at 20 µM;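 also: plate controls were DMSO wells for no effect and DEVD-CHO caspase inhibitor wells for full effect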
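Material: reconstituted apoptosome with Apaf-1, cytochrome c, caspase-9, procaspase-3, dATP. Technique: Rh110 fluorescence intensity. Buffer or medium: pH 7.5 Hepes buffer with CHAPS, BSA, DTT. Times: 30 min plus 50 min, RT.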
SENP8 block: SENP8 protease inhibitors, primary screen, biochemical, luminescence; Sentrin-specific protease 8 (Homo sapiens), Q96LD8; purified SENP8, Z-RLRGG-aminoluciferin cleavage; inhibition, % at 10 µM; actives 1.2% (n = 330,000); AID 2540, 2010
Target sequence (Q96LD8 whole entry, looked up): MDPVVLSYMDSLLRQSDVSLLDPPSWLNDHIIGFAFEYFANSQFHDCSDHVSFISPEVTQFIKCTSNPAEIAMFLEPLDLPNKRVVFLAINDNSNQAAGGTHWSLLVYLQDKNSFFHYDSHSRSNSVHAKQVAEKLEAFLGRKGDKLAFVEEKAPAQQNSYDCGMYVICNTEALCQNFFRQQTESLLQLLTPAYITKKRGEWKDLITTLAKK
Active calls of the source: *; · = no result given. Rule as the data show it, unless noted: active = inhibition above about 50%; inactive = the rest. Random draw from the library; about 3.6% have a hit in one of these screens.

The line under a structure holds: UBC13 polyUb	697 NFkB inh	SENP7 block	Gli-Sufu block	HKDC1 inhibitor	Jurkat NFkB inh	Apaf1 inhib	SENP8 block
- Cc1[nH]nc(Nc2ccc(Br)cc2)c1[N+](=O)[O-]
  2	-104	4	-65	3	-80	7	1
- COc1cccc(CNC(=O)CCCn2nc(C)n3c(cc4sccc43)c2=O)c1
  -7	2	2	0	-3	18	-6	2
- Cc1oc(-c2ccc(C(F)(F)F)cc2)nc1CN(Cc1ccccn1)C[C@@H]1CCC(=O)N1
  9	6	2	7	-7	10	-9	-7
- CCc1nnc(NC(=O)c2ccc(S(=O)(=O)N(CC)CC)cc2)s1
  0	14	-1	3	2	-1	-1	0
- Nc1ccccc1C#Cc1ccc([N+](=O)[O-])cc1
  9	-186	47	-24	-3	37	8	42
- CN1C(=S)SC(/[N+]([O-])=C/c2c(F)cccc2Cl)C1(C)C (stereo not given)
  0	-5	-9	-2	0	3	-1	-11
- COc1ccccc1C(=O)C1CCCN(Cc2cccc3nccnc23)C1 (stereo not given)
  -16	-11	-10	10	-4	-2	4	-7
- Cc1ccc(CN2CCN(/N=C/c3ccc(Cl)c([N+](=O)[O-])c3)CC2)cc1
  -2	16	-5	-4	1	8	20	-14
- CC(C)CNC(=O)Nc1ccc(F)c(Cl)c1
  8	9	6	-33	-6	5	-18	-4
- Cc1ccc(CNc2ccc(N3CCOCC3)cc2)s1
  -3	-103	-9	-75	6	-98	2	-8
- CCC(=O)N1N=C(c2cccs2)CC1c1ccc(OC)cc1 (stereo not given)
  6	-29	-1	4	-3	-9	-7	-5
- CCOc1ccc(NC(=O)CCCNC(=O)Cn2cnc3sc(C)c(C)c3c2=O)cc1
  2	0	-5	-6	-8	-19	6	-7
- COc1ccccc1NC(=O)C1=C(C)NC(=O)NC1c1cccc(OC)c1OC (stereo not given)
  2	5	-7	6	-6	-10	0	-7
- CCC(C)Sc1cc(-c2nc3ccccn3c2NC2CCCCC2)ccc1OC (stereo not given)
  38	2	-5	13	4	4	32	7
- O=C(Cc1c(F)cccc1Cl)Nc1ccccn1
  6	2	-3	-17	-3	-7	-4	3

Entries of single compounds as entered above. Screens in order: UBC13 polyUb	697 NFkB inh	SENP7 block	Gli-Sufu block	HKDC1 inhibitor	Jurkat NFkB inh	Apaf1 inhib	SENP8 block
CCC(C)Sc1cc(-c2nc3ccccn3c2NC2CCCCC2)ccc1OC (stereo not given) is listed with 38	2	-5	13	4	4	32	7
COc1cccc(CNC(=O)CCCn2nc(C)n3c(cc4sccc43)c2=O)c1 is listed with -7	2	2	0	-3	18	-6	2
Cc1ccc(CNc2ccc(N3CCOCC3)cc2)s1 is listed with -3	-103	-9	-75	6	-98	2	-8

Next structures follow:
The line under a structure holds: UBC13 polyUb	697 NFkB inh	SENP7 block	Gli-Sufu block	HKDC1 inhibitor	Jurkat NFkB inh	Apaf1 inhib	SENP8 block
- Nc1ncc(-c2ccccc2)n1CC1CCCO1 (stereo not given)
  0	1	1	4	2	10	3	-1
- COc1ccc(OC)c(S(=O)(=O)N2CCC(C(=O)NCc3ccncc3)CC2)c1
  6	4	2	23	0	14	4	-2
- COc1cc(/C=N/Nc2nc(C)cc(C)n2)cc(OC)c1OC
  -14	9	-9	-2	-4	19	6	-6
- CC1CN(Cc2cc(=O)oc3cc(O)c(Cl)cc23)CC(C)O1 (stereo not given)
  4	-35	1	-3	-4	2	4	-19
- CCC(C)c1ccc(S(=O)(=O)N2CCN(c3ccccn3)CC2)cc1 (stereo not given)
  2	-11	10	12	3	0	-6	1
- COC(=O)CCSCC(=O)N1N=C(c2ccc(OC)cc2)CC1c1cccc(OC)c1OC (stereo not given)
  -1	7	7	8	14	10	9	3
- Cc1cccc2nc(CSc3nc4cc([N+](=O)[O-])ccc4s3)cn12
  -16	-2	-1	1	22	4	6	-9
- COc1ccc(CCNC(=O)C(=O)NCC2OCCN2S(=O)(=O)c2ccc(Cl)cc2)cc1 (stereo not given)
  3	-13	3	2	0	-2	9	-2
- Cc1ccc(-n2ncc3c2ncn2c(C)nnc32)cc1C
  6	-140	-9	-81	-11	-57	4	47
- Cc1c(OCc2ccccc2)c(=O)ccn1Cc1ccc(F)cc1
  -5	-37	6	16	3	-24	26	1
- CN(NC(=O)Nc1ccc(Cl)cc1)c1ncc(C(F)(F)F)cc1Cl
  -3	-10	3	-8	-3	4	6	-6
- Cn1c(=O)c2c(nc(NCCCO)n2Cc2cccc(Br)c2)n(C)c1=O
  18	-3	-4	-1	-7	8	-9	-3
- Cc1ccc(NC(=O)CCC(=O)N2CCOCC2)nc1
  0	13	-4	0	-6	9	0	-6
- CC1CCN(C(=O)c2scc3c2OCCO3)CC1
  -2	5	-1	-2	-6	1	1	-4
- CCN1C(=O)C2(C(C(=O)c3cc4ccccc4o3)=C(O)C(=O)N2CCCN2CCOCC2)c2ccccc21 (stereo not given)
  -55	5	5	6	1	11	-12	8
- Cc1ccc(C)c(SCC(=O)Nc2cccc(S(=O)(=O)N3CCOCC3)c2)c1
  0	-1	9	-5	-2	10	1	-3
- CCN1CCC[C@H]1CNC(=O)c1cc(S(N)(=O)=O)ccc1OC
  0	15	8	·	·	-3	-1	2
- COc1ccccc1C1C(C(=O)c2sc(C)nc2C)=C(O)C(=O)N1CCN1CCOCC1 (stereo not given)
  -10	4	-5	-4	-5	6	-9	7
- Cc1ccc(-c2cn3c(=S)[nH]nc3s2)cc1
  6	19	1	3	-30	2	-9	-3
- CC(C)(NS(=O)(=O)OCC(Cl)(Cl)Cl)c1ccccc1
  7	-4	6	-3	0	2	-4	-2
- CN1CCN(c2ccc(S(=O)(=O)N3CCCCC3)cc2NC(=O)Cc2ccccc2F)CC1
  -11	-25	-4	15	-8	-10	6	-10
- NS(=O)(=O)c1ccc(NC(=O)c2ccc3c(c2)CCN3S(=O)(=O)c2ccccc2)cc1
  -2	-48	10	6	-3	-2	12	-10
- O=C(/C=C/c1ccccc1)NC(=S)NNC(=O)c1cccnc1
  -8	-48	3	-1	-8	-9	-3	-1
- O=c1cc(CSc2nnc(-c3cccs3)n2Cc2ccccc2)nc2sc3ccccc3n12
  -11	-60	-3	62*	12	31	17	-6
- O=C1c2cccc3cccc(c23)C(=O)N1CCN1CCN(C(=S)Nc2ccc(F)cc2)CC1
  -3	-50	-4	·	·	-13	6	0
- COc1cc2c(cc1OC)C(=S)NC(C)(C)C2
  1	2	-2	0	16	12	-4	0
- CCOC(=O)C1=C(c2ccccc2)N=c2s/c(=C\c3ccc(O)cc3)c(=O)n2C1c1cccs1 (stereo not given)
  -26	-6	3	6	-5	13	-8	0
- O=C(N/C(=C\c1ccccc1)C(=O)N1CCN(CCO)CC1)c1ccccc1
  4	11	-2	-2	-8	-3	-8	-3
- O=C(Nc1ccc(S(=O)(=O)N2CCCC2)cc1)c1cncc(Br)c1
  0	15	2	-14	0	-2	-8	-2
- Cc1ccc(NC(=O)CSc2nnc(C)n2CC2CCCO2)cc1 (stereo not given)
  0	4	-9	-3	-7	1	-5	-10
- CC(C)N(C(=O)[C@H]1C[C@H](CC(=O)NCCCN(C)C)C(=O)N2CCc3c([nH]c4cc(-c5ccco5)ccc34)[C@]12C)C(C)C
  ·	24	4	4	-2	·	52*	·
- Cc1scc(C(=O)N/N=C/c2ccc(Cl)s2)c1C
  5	-123	-4	-96	17	-91	0	-8
- CCCC(=O)OCC(=O)Nc1ccccc1C#N
  -18	-13	-6	-21	-5	-15	-9	-8
- O=S(=O)(c1ccc(Br)cc1)c1nc(-c2ccco2)oc1NCCCn1ccnc1
  3	-38	-9	4	-3	5	24	12
- CNC(=O)c1cc2cc(OC)ccc2n1CCN(C)C
  9	13	-5	-1	-4	10	-10	0
- O=C(Cc1ccccc1)NS(=O)(=O)c1ccc(N=NN2CCOCC2)cc1
  -11	-11	-1	-6	-3	-7	-4	-5
- Cc1[nH]nc2c1C1(C(=O)Nc3ccc([N+](=O)[O-])cc31)C(C#N)=C(N)O2 (stereo not given)
  -23	9	-9	0	-3	-2	8	-13
- O=C(COC(=O)c1ccc(Cl)nc1)NNC(=O)c1ccc(Br)cc1
  -8	20	-13	-5	-8	-2	3	-7
- Cc1ccc(NC(=O)CS(=O)CC(=O)NCCCc2ccccc2)cc1Cl (stereo not given)
  65*	14	0	-15	6	9	-8	-5
- CN(C)C(=O)CCc1ccc2c3c([nH]c2c1)[C@]1(CCc2ccccc2)[C@@H](C(=O)N2CCCCC2)C[C@H](CC(=O)NCCC2=CCCCC2)C(=O)N1CC3
  ·	18	6	8	2	·	23	·
- O=C(Nc1ccccc1Cl)c1csc(-c2cccnc2)n1
  13	-25	11	-27	-2	-37	2	3
- CCC1CSC(Nc2ccc(C(=O)/C=C/c3cccc(C)c3)cc2)=N1 (stereo not given)
  -1	-26	4	16	23	1	19	-1
- COc1ccc(CCNC(=O)CSC(=O)c2ccccc2)cc1OC
  -2	9	2	-1	-4	3	-6	5
- Oc1ccc(-c2nccc(-c3ccccn3)n2)cc1
  -2	-77	-3	-64	2	-85	10	-9
- Cc1ccc(S(=O)(=O)N2CCCC(C(=O)NC3CCCC3)C2)cc1 (stereo not given)
  5	1	-3	7	-7	15	-3	7
- CCOCCCn1c(C)nc2c(c1=O)c1nc3ccccc3nc1n2CCC1=CCCCC1
  32	-8	10	-25	10	10	38	0
- O=c1cc(-c2ccccc2)[nH]c2nc3ccccc3n12
  14	-115	98*	-78	1	-61	11	88*
- COc1ccccc1/C=C/C(=O)OCC(=O)Nc1c(C)nn(-c2ccccc2)c1C
  2	20	-3	-3	-1	2	4	-1
- O=C(c1ccc([N+](=O)[O-])o1)N1CCOCC1
  -6	20	5	-2	-6	-6	-2	0
- CCOC(=O)c1nc(C)nc(Sc2n[nH]c(-c3cc(Cl)cc(Cl)c3)n2)c1C
  -16	-16	7	-11	7	-11	-11	-10
- O=c1cc(CN2CCN(S(=O)(=O)c3ccc4ccccc4c3)CC2)nc2sccn12
  2	17	-6	-5	11	7	-1	3
- O=C(CNC(=O)c1ccccc1F)N/N=C/c1ccco1
  -10	-16	12	4	1	2	7	-13
- CCC1CO/C(=C(\C(=C(Cl)Cl)N2CCOCC2)[N+](=O)[O-])N1 (stereo not given)
  -9	-13	-4	3	-4	-6	-15	-14
- Cc1ccc(-c2nc3ncccc3o2)cc1NC(=O)C(C)(C)C
  4	1	9	27	-4	-3	-11	-8
- COc1ccc(C(=O)COC(=O)c2ccc(OC)c(OC)c2)cc1OC
  -5	-16	14	4	-5	-4	5	4
- CCOc1cccc2sc(N(CCN(CC)CC)C(=O)c3ccc(S(=O)(=O)N4CCCCC4)cc3)nc12
  20	-25	-3	-4	3	6	-4	-12
- O=C(Nc1ccc(Cl)cc1)N1CCOC12CCC1(CC2)OCCO1
  2	17	-1	-14	-6	-1	-8	4
- O=C(O)c1ccccc1CSc1nc2ccccc2o1
  -3	-87	62*	-39	0	-37	-2	57*
- OC1CCCN(C(=S)Nc2ccc(SC(F)F)cc2)C1 (stereo not given)
  -2	-47	-1	-19	-10	-19	6	-6
- O=C(CCn1c(=O)sc2ccccc21)NCc1ccccc1
  -12	-5	13	-5	-2	7	-3	-12
